# OX1R antag: OX1R (human) antagonism | O43613 | AID 485270 | OX1R-expressing cells, FRET antagonist read-out | hit rate 1.8% among 330,000 | inhibition, % at 6.6 µM; in the data active means inhibition mostly above about 38%, no sharp cut-off; inactive means mostly below about 40%;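 further: 0% = agonist challenge alone and 100% = reference antagonist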
# Target sequence (O43613 whole entry, looked up): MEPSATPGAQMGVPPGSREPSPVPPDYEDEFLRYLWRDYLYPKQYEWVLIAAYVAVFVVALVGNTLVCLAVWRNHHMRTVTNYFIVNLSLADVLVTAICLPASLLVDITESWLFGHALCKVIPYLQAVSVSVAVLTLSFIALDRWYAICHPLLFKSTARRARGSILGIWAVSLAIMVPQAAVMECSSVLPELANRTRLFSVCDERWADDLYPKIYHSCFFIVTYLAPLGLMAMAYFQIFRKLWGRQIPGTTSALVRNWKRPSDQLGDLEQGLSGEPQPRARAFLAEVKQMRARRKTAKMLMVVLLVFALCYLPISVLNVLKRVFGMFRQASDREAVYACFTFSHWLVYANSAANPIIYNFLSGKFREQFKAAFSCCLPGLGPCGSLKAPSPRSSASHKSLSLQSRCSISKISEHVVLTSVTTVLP
# STK33 kinase inh: human STK33 kinase inhibition; AID 2661; Q9BYT3; hit rate 0.073% among 320,000; inhibition, % at 10 µM; purified STK33, MBP phosphorylation, ADP-Glo luminescence;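 active means inhibition at or above 25%, using the most active replicate where run in duplicate; inactive means inhibition below 25%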
# Target sequence (Q9BYT3 whole entry, looked up): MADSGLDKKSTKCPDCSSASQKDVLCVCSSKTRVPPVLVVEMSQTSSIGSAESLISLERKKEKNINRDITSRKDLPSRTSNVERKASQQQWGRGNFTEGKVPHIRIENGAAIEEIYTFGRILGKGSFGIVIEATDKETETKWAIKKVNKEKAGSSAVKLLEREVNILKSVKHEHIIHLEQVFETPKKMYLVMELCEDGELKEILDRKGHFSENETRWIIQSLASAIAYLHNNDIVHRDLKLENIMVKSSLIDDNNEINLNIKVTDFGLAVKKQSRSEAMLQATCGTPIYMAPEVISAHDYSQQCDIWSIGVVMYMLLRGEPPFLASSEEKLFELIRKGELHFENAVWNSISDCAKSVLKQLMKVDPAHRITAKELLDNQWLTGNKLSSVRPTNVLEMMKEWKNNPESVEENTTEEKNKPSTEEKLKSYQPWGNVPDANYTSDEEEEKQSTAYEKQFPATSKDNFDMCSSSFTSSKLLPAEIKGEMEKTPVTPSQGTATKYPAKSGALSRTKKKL
# The depositor's hits bear a star; nt = no result given.
# Values run as follows: OX1R antag, STK33 kinase inh
CCCc1cc(=O)[nH]c2nnc(SCC(=O)Nc3nccs3)n12
  12, 0.5
COc1ccccc1NC(=O)CSc1nc(O)c(Cc2ccccc2)c(=O)[nH]1
  11, -0.6
COc1ccc(/C=C/C(=O)O)cc1S(=O)(=O)N1CCc2ccccc21
  nt, -1.0
Cc1ccc(Cn2nnc(C(=O)Nc3cc(C)ccc3C)c2N)cc1
  -1, 0.2
Cc1ccc(-n2nnnc2SCC(=O)NC2CC2)cc1C
  15, 1.3
Cc1ccc2nc(C)cc(C(=O)OCC(=O)Nc3cccnc3Cl)c2c1
  26, 0.7
NC(=O)c1nsc(C(=O)N(c2ccc(F)cc2)C(C(=O)NC2CCCC2)c2ccncc2)c1N (configuration not stated)
  3, 0.2
O/N=C(\c1ccccc1)C(O)c1ccccc1 (configuration not stated)
  10, -1.5
CCOC(=O)[C@H]1[C@H]2COc3ccc(C)cc3[C@@H]2N2C(=O)c3cc(Br)ccc3NC(=O)[C@@]12C
  11, -0.7
CCNC(=O)Cc1ccc(S(=O)(=O)N2CCOCC2)s1
  0, -0.3
CCCOc1ccc(N2C(=O)CC(SCCN)C2=O)cc1 (configuration not stated)
  10, -0.1
COc1ccc(-c2cc(C(=O)Nc3sc4c(c3C#N)CCCC4)c3ccccc3n2)cc1OC
  0, 0.0
CCOC(=O)CN1N=C(c2ccc(Cl)s2)CSC1=O
  28, 1.2
CCCOC(=O)CSc1nc(N2CCOCC2)c2c(c1C#N)CC(C)(C)OC2
  3, -0.4
Cn1ncc(Br)c1C(=O)N1CCCC1
  9, -0.3
Cc1cc(NC(=O)c2cc(-c3cccs3)on2)nn1Cc1ccc(Cl)cc1
  12, nt
CCOC(=O)c1c(NC(=O)c2cccnc2)sc(C(C)=O)c1C
  13, -1.1
O=C(Cn1cnc2ccccc2c1=O)Nc1ccccc1N1CCOCC1
  13, -4.7
COc1ccc(NC(=O)CSc2nnc(C3CC3)n2-c2ccccc2)cc1
  2, 1.2
NS(=O)(=O)c1ccc(CCNC(=O)CN2CCN(S(=O)(=O)c3ccccc3F)CC2)cc1
  8, -2.0
Cc1ccc(N(CC(=O)NC2CCCCC2C)S(=O)(=O)c2c(C)noc2C)cc1 (configuration not stated)
  21, 1.0
CCC(NS(=O)(=O)c1ccc(OC)cc1)C(=O)NCCc1ccccc1 (configuration not stated)
  3, -0.8
COc1ccc(-n2c(Cc3cccs3)nnc2SCC(=O)Nc2ccc3c(c2)OCCO3)cc1
  15, -0.5
Cc1ccsc1C(=O)OCC(=O)N1CCc2ccccc2C1
  42, 0.6
CC(C)(C)c1ccc(C(=O)N/C(=C\c2cccs2)C(=O)NCc2ccco2)cc1
  0, -0.2
CSc1cccc(N2CC(C(=O)Nc3ccccc3N3CCCC3)CC2=O)c1 (configuration not stated)
  12, -0.4
CCN1CCN(c2ccc(S(=O)(=O)N3CCOCC3)cc2NC(=O)CC(C)C)CC1
  12, -1.9
OCCCNC(c1ccccc1)c1ccc(O)cc1 (configuration not stated)
  6, -0.3
Cc1ccc(S(=O)(=O)NC(C)c2ccccc2)cc1[N+](=O)[O-] (configuration not stated)
  10, -0.7
CCc1nn(-c2cc(Oc3cccc4ccccc34)nc(-c3ccccc3)n2)c(N)c1C#N
  14, -2.7
Cc1ccc(NC2=C(Cl)C(=O)OC2OC(=O)c2ccco2)c(C)c1 (configuration not stated)
  8, 0.2
O=C(Nc1ccnc(=O)[nH]1)c1sc2ccccc2c1Cl
  7, -1.4
COc1ccc(CN(C(=O)c2oc3ccccc3c2C)C2CCS(=O)(=O)C2)cc1OC (configuration not stated)
  28, -1.3
COc1cccc(N2CCN(CC(=O)Nc3ccnn3C3CCCC3)CC2)c1
  2, nt
COc1ccccc1NS(=O)(=O)c1cc(C(=O)NCc2ccco2)ccc1C
  11, -0.4
CC(C)(C)NC(=O)CSc1nnc(-c2ccccc2)c(-c2ccccc2)n1
  25, -1.3
NC(N)=NS(=O)(=O)c1ccc(NC(=S)NC(=O)c2ccccc2)cc1
  21, 0.8
Cc1cc(C)nc(N2CCC(C(=O)NCc3ccccc3)CC2)n1
  15, -1.0
Cn1c2ccccc2c2cc(C(=O)OCC(=O)N3CC(=O)Nc4ccccc43)sc21
  65, 0.1
O=c1oc2ccccc2c(Nc2cccc3cccnc23)c1[N+](=O)[O-]
  18, 1.2

# A portion from further up:
# Values run as follows: OX1R antag, STK33 kinase inh
CC(C)(C)NC(=O)CSc1nnc(-c2ccccc2)c(-c2ccccc2)n1
  25, -1.3
NC(N)=NS(=O)(=O)c1ccc(NC(=S)NC(=O)c2ccccc2)cc1
  21, 0.8
Cc1cc(C)nc(N2CCC(C(=O)NCc3ccccc3)CC2)n1
  15, -1.0
Cn1c2ccccc2c2cc(C(=O)OCC(=O)N3CC(=O)Nc4ccccc43)sc21
  65, 0.1
O=c1oc2ccccc2c(Nc2cccc3cccnc23)c1[N+](=O)[O-]
  18, 1.2

# (further entries)
# Values run as follows: OX1R antag, STK33 kinase inh
Cc1noc(C)c1C(=O)N1CCC(Cc2ccccc2)CC1
  4, -2.8
Cc1ccccc1NC(=O)CC1S/C(=N/c2nccs2)N(C)C1=O (configuration not stated)
  27, -5.2
O=C(CCn1c(=O)sc2ccccc21)Nc1nccs1
  13, -2.3
O=S(=O)(c1ccc(-c2csc(Nc3ccc(Br)cc3)n2)cc1)N1CCCC1
  23, -3.0
COc1ccc(NC(=O)Nc2ccc3nc(C)c(C)nc3c2)cc1
  14, -0.6
CCn1nnc2cc(C(=O)Nc3cc(S(C)(=O)=O)ccc3Cl)ccc21
  27, -0.1
O=C(CSc1nc2ccccc2c(=O)n1-c1ccc(Cl)cc1)c1ccco1
  30, 0.4
Cn1c(=O)c(C(=O)CN2CCCCCC2)c(N)n(Cc2ccccc2)c1=O
  11, 0.6
O=C(O)CCC(=O)NCCn1c(-c2ccccc2)csc1=Nc1ccccc1
  10, 4.1
CCCOc1ccc(C(=O)CCC(=O)NNC(=O)c2ccncc2)cc1
  -4, -3.6
CC1(C)CCC[C@]2(C)C(CS(=O)c3ccccc3)=C(C=O)CC[C@@H]12 (some centres not stated)
  9, 1.0
COc1ccc(CCNC(=O)C2CCCN(c3ncccn3)C2)cc1 (configuration not stated)
  7, -2.8
CC(C)c1nc(SCC(=O)N2CCCc3ccccc32)c2c(=O)n(C)c(=O)n(C)c2n1
  9, 8.0
CC1CCCCN1Cc1cnc(Cl)s1 (configuration not stated)
  23, -0.9
CC(C)(CNS(=O)(=O)c1ccc(Br)s1)N1CCOCC1
  7, -1.2
CCSc1nnc(CNC(=O)C23CC4CC(CC(C4)C2)C3)n1C1CCCCC1
  11, -1.1
CC(=O)NN1C(=O)/C(=C\c2ccccc2)SC1=S
  28, 0.0
O=C(CSc1n[nH]c(-c2cccs2)n1)NCCc1ccccc1
  23, 0.6
COc1ccc(CCNC(=O)C2CCN(C(=O)NC3CCCCC3)CC2)cc1
  24, -2.2
COc1ccccc1C1(CCNS(=O)(=O)c2ccc(C)cc2)CCOC(C(C)C)C1 (configuration not stated)
  9, -0.1
COc1ccccc1NC(=O)C(C)Sc1nnc2ccccn12 (configuration not stated)
  1, -1.9
Cc1cccc(C)c1NC(=O)CN(c1ccccn1)S(=O)(=O)c1ccc(F)cc1
  -1, 0.6
Cc1cccn2c(=O)c3cc(C(=O)NC4CCCC4)c(=N)n(CCc4ccccc4)c3nc12
  42, -2.2
CC1(C)Cc2c(sc3c2C(=O)N(c2ccccc2)C2=NCCCN23)CO1
  10, -0.7
CNc1nc(C)c(C(C)(C)C)s1
  11, 0.2
O=C(O)c1cccc2c1C(=O)c1ccc(Cl)cc1S2(=O)=O
  39*, -1.1
Cn1c(=O)c2cc(S(=O)(=O)NC(C(=O)N3CCCCCC3)c3ccccc3)ccc2n(C)c1=O (configuration not stated)
  8, -0.1
CCCCn1c(N)c(N(Cc2ccccc2OC)C(=O)c2sccc2C)c(=O)[nH]c1=O
  8, -2.2
O=C(O)/C=C/c1cn(Cc2ccccc2Cl)nc1-c1ccccc1
  20, -0.8
Cc1cccc(CSC(Nc2ccc(F)cc2)=C(C#N)C#N)c1
  29, -0.8
CC(=O)C1C(=O)CC(C)(O)C(C(C)=O)C1c1ccccc1 (configuration not stated)
  -5, -1.6
O=C1CCc2cc(NS(=O)(=O)c3ccc(F)cc3)cc3c2N1CC3
  16, 0.1
CCNc1nc(NCC)n2c(SCC(=O)c3ccccc3F)nnc2n1
  23, -0.5
COc1ccc(CCCC(=O)NC2CCCCC2C)c(C)c1 (configuration not stated)
  15, -1.3
CCCCNC(=S)NNC(=O)c1nn(C)c(C)c1Cl
  4, -2.2
CC(=O)Oc1cccc(C(=O)Nc2ccccc2C(=O)N2CCCC2)c1
  37, -2.6
O=C(CN1C2CCC1CC(NC(=O)NC1CCCCC1)C2)NC1CC1 (configuration not stated)
  21, -0.9
CSc1ccccc1NC(=O)c1ccc2c(c1)CCN2S(C)(=O)=O
  -6, 0.5
CC1CCN(C(=O)CCCNC(=O)Cn2cnc3sc4c(c3c2=O)CCCC4)CC1
  10, 0.1
CC(c1ccco1)N(C(=O)C12CC3CC(CC(C3)C1)C2)c1ccccn1 (configuration not stated)
  13, -0.1

# An excerpt from above in order of the OX1R antag value, descending:
SMILES	OX1R antag	STK33 kinase inh
O=C(O)c1cccc2c1C(=O)c1ccc(Cl)cc1S2(=O)=O	39*	-1.1
CCNc1nc(NCC)n2c(SCC(=O)c3ccccc3F)nnc2n1	23	-0.5
O=C(CN1C2CCC1CC(NC(=O)NC1CCCCC1)C2)NC1CC1 (configuration not stated)	21	-0.9
Cc1cccc(C)c1NC(=O)CN(c1ccccn1)S(=O)(=O)c1ccc(F)cc1	-1	0.6

# Additional results
# Values run as follows: OX1R antag, STK33 kinase inh
O=C(Nc1ccc2c(c1)OCO2)C1CC(c2ccc(Cl)cc2)=NO1 (configuration not stated)
  13, -1.3
CCOc1nc(-c2ccccc2Cl)ccc1C#N
  20, 0.4
Clc1ccccc1-c1nnc(-c2cccs2)o1
  21, 0.0
COc1ccc2c(c1)c1nc3n(c(=O)c1n2CC(=O)Nc1cc(C)[nH]n1)CCS3
  2, -1.6
Cc1ccc(NC(=O)C(=O)NCCOc2ccccc2Cl)cc1
  17, 0.6
Cc1nn(C)c(C)c1NS(=O)(=O)c1cccc(Br)c1
  9, -2.0
O=C(NNC(=O)c1ccncc1)Nc1ccc([N+](=O)[O-])cc1
  15, 0.1
O=C(CSc1cc([N+](=O)[O-])cc(S(=O)(=O)Cc2ccccc2)c1)NC1CC1
  43, -1.4
COc1ccccc1OCCC(=O)OCC(=O)NC(C)c1ccccc1 (configuration not stated)
  24, 0.5
Cc1ccccc1N(C(=O)c1ccccn1)C(C(=O)NCc1ccccc1)c1ccncc1 (configuration not stated)
  15, 1.3
CCn1cc([N+](=O)[O-])c(=O)c2cc(F)c(N3CCOCC3)cc21
  21, -0.6
Cc1ccc(C(=O)Nc2nnc(CC(=O)N/N=C/c3ccncc3)s2)cc1
  7, -0.6
Cc1nn(-c2ccccc2)c(Cl)c1C(=O)NCc1cccs1
  2, 0.0
CC(C)(C)c1ccc(OC(=O)c2ccc3snnc3c2)cc1
  -2, -2.4
CCCCOC(=O)c1ccc(Nc2ccc([N+](=O)[O-])cn2)cc1
  19, -0.1
Cc1cc(NC(=O)c2cccc(N3C(=O)CCC3=O)c2)no1
  12, 1.3
Cc1c(NC(=O)COc2ccc(C(C)C)cc2)c(=O)n(-c2ccccc2)n1C
  13, 0.6
CCCSc1nnc(CNS(=O)(=O)c2ccc(C)cc2)n1C
  -6, -1.7
CCOC(=O)c1cnn(-c2nc(CC)nc3sc4c(c23)CCC4)c1N
  13, -0.6
O=C(CNc1ccc(F)cc1)N/N=C1\CCc2ccccc21
  23, 0.3
CCOc1ncccc1C(=O)Nc1ccc2c(c1)OCCO2
  14, 8.4
O=C(Nc1nnc(CCS(=O)(=O)c2ccc3ccccc3c2)s1)c1ccc([N+](=O)[O-])cc1
  10, 0.5
CC[C@]1(C(=O)OC)[C@H]2C(=O)N(C)C(=O)[C@H]2[C@H]2CN(C)C(=NC3CCCCC3)N21
  6, nt
O=C(COC(=O)[C@@H]1CCCN1S(=O)(=O)c1ccccc1F)c1ccccc1
  26, -2.0
COC(=O)c1nonc1NCn1nnc2ccccc21
  6, -1.0
Cc1ccc(S(=O)(=O)/N=C2/NC(=O)/C(=C/c3ccccc3)S2)cc1
  48, 0.6
COC(=O)c1c(NC(=O)CN(c2ccccc2)S(C)(=O)=O)sc2c1CCCC2
  14, -1.4
CC(CC(=O)NCc1ccc(Cl)cc1)c1ccccc1 (configuration not stated)
  -4, -0.3
COC(=O)c1cccc(NC(=O)c2ccc(S(=O)(=O)N3CCN(C)CC3)cc2)c1
  9, 1.1
Cc1ccc(C(=O)NNC(=S)NC(=O)c2ccco2)cc1
  11, -0.9
CC(C)C1C(C#N)=C(N)Oc2n[nH]c(C(C)(C)C)c21 (configuration not stated)
  5, 1.5
CCN(CC)S(=O)(=O)c1cccc(N=Nc2c(O)c3ccccc3oc2=O)c1
  6, 1.6
Cc1ccc(-c2csc(NC(=O)c3ccc(C)o3)n2)cc1
  15, -2.2
COc1ccc(C(=O)Nc2ccc3[nH]ccc3c2)cc1
  3, -0.3
COc1ccc(-c2csc(NC(=O)CN3C(=O)CCC3=O)n2)c(OC)c1
  19, -1.1
CC(=O)Nc1ccc(C(=O)N2CCc3cc4c(cc3C2C)OCCCO4)cc1 (configuration not stated)
  5, -2.0
COc1ccc(OC)c(S(=O)(=O)NCCc2csc(-c3cccnc3)n2)c1
  12, -0.9
O=C(NC1CCCCC1)C(c1ccc(F)cc1)N(Cc1ccccc1)C(=O)CN1C(=O)c2ccccc2S1(=O)=O (configuration not stated)
  -1, -1.1
NC(=O)CSc1nnc(-c2ccncc2)n1-c1ccc(Cl)cc1
  4, 0.7
O=C(CN1CCc2ccccc21)NC(c1ccccc1)c1ccccc1
  14, 0.2

# Screening data as filed in PubChem.
